Source: PubChem BioAssay (National Center for Advancing Translational Sciences (NCATS))
ERG-DNA inh – ERG Ets/DNA interaction inhibition. Potency, µM (highest dose often 76.9 µM), for the others: at the top dose FP activity, negative = inhibition, most hits filed as inhibitors. 0.028% of 370,000 active. fluorescence polarization, His-ERG Ets domain / labelled DNA. AID 624246. P11308; active = well fitted inhibition curve with a large enough effect in the polarisation, with a control signal flat; inconclusive = small, poorly fitted or top-dose-only effect, or effect the other way, or a change in a side signal; inactive = no such curve, though single readings can be large or run the other way; the % refers to the polarisation;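 also: polarization taken with two DNA probes labelled with fluorescein and Texas red; potency is read from the fitted curve at half-maximal effect; % of control where 0% means no effect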
Target sequence (P11308 whole entry, looked up, the tested form may be a part): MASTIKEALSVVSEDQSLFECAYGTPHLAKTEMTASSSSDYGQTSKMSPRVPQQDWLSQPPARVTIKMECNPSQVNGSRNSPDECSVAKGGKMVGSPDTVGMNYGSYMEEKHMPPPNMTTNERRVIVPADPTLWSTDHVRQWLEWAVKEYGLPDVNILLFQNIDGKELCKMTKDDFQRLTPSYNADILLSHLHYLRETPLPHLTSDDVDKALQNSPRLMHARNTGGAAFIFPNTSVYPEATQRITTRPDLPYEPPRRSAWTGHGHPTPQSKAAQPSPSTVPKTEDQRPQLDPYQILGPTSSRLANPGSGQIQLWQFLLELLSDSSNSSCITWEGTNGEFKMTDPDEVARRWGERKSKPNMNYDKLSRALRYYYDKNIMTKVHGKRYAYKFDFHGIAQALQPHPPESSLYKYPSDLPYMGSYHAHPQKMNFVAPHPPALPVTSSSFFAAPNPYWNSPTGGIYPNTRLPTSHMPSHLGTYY
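His-tagged ERG Ets domain (1 uM in the protein solution; 300mM KCl, 50mM Tris-HCl, 1mM EDTA, 1mM DTT, pH 7.5) received compound, then a probe mix of 5 nM fluorescein-DNA and 100nM Texas-615-DNA. Fluorescence polarization was read for both dyes.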
Pol iota inh – DNA polymerase iota (human) inhibition. Q9UNA4. Pol iota fluorescent replication assay, 10 min. 1% of 390,000 active. Potency, µM (doses to about 115 µM), without a hit: at the top dose activity, negative = inhibition, usual class: inhibitors; also: potency is read from the fitted curve at half-maximal effect
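Fluorescent replication assay read twice, at 0 min and 10 min after adding 50 nM (final) substrate. Enzyme (10 nM) and compounds were first incubated 15 min at room temperature; enzyme-free buffer wells were negative controls.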
POLB inh – inhibitors of human DNA polymerase beta. Pol beta primer extension/strand displacement, fluorescence kinetic. AID 485314. Potency, µM (doses to about 114 µM), for the others: top-dose activity change, negative = inhibition, usual class: inhibitors. 1.3% of 340,000 active. P06746; also: potency is read from the fitted curve at half-maximal effect; % is scaled to controls: 0 for no effect and ±100 for the full control effect
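Enzyme-only controls used 10 nM Pol beta; buffer lacking enzyme served as negative control. Compound preincubated 15 min, then 50 nM substrate added; 0 and 10 min reads at room temperature.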
TRHR agonist – activates the human TRH receptor; TRHR cells, calcium flux fluo-8, FDSS agonist mode; activation, % at 2 µM; 0.18% of 360,000 active; in the data active = activation above about 30%; also: 0% is about no effect
Target sequence (P34981 whole entry, looked up): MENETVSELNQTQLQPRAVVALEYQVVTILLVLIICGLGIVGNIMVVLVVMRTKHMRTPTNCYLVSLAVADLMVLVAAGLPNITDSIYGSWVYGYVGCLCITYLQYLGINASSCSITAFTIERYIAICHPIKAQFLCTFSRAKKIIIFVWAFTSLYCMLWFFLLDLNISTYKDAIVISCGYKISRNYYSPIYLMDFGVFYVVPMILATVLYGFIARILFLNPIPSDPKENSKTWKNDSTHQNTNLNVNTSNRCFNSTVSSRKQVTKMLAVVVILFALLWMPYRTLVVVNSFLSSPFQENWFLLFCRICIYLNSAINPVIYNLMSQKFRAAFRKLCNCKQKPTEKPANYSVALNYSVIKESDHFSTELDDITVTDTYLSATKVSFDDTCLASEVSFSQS
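Steps: seed TRHR cells overnight; add fluo-8 no-wash Ca dye, RT 30 min–1.5 h; record 10 s baseline; pin-transfer compounds; monitor fluorescence 1 cycle/s for the agonist window. Calcium increases flag candidate agonists.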
BLM helicase inh – blocks DNA unwinding by human BLM helicase; P54132; recombinant BLM DNA unwinding, fluorescence dequenching; Potency, µM (doses to about 56.1 µM), for the others: top-dose activity change, negative = inhibition, hits mostly inhibitors; 0.2% of 350,000 active;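 also: potency is read from the fitted curve at half-maximal effect; plate controls were vehicle for no effect and no enzyme for full effect; nearly all actives have a fitted effect of over 35% in size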
Anesthetic bind – binds horse apoferritin like a general anesthetic; P02791; apoferritin/1-aminoanthracene competitive binding, fluorescence; Potency, µM (top dose mostly 77.5 µM), for inactives: at the top dose activity change, negative = displacement, hits mostly inhibitors; 0.074% of 350,000 active; also: potency is read from the fitted curve at half-maximal effect; % is scaled to controls: 0 for no effect and ±100 for the full control effect; nearly all actives have a fitted effect of over 20% in size
Target sequence (P02791 2-175 limits assumed): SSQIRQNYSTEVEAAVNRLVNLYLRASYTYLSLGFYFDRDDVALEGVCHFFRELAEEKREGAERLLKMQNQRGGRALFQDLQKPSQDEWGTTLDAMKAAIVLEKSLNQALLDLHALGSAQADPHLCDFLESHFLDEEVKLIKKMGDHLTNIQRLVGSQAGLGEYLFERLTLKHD
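Concentration-response curves derived by four-parameter Hill fitting of normalized fluorescence, where compounds displaced 1-AMA from 10 uM horse apoferritin following a brief 10 min room-temperature incubation; propofol titration acted as positive control.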
Pol kappa inh – DNA polymerase kappa (human) inhibition; Q9UBT6; 0.53% of 400,000 active; purified Pol kappa, fluorescent DNA synthesis assay, 10 min; Potency, µM (titrated, usually from 107 µM), for the others: at the highest dose activity, negative = inhibition, most hits filed as inhibitors; AID 588579; also: potency is read from the fitted curve at half-maximal effect; % is scaled to controls: 0 for no effect and ±100 for the full control effect
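Inhibition of 10 nM Pol kappa is measured by a fluorescent read-out at 0 and 10 min following addition of 50 nM substrate (final), with a 15-min room-temperature compound preincubation.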
APE1 inh – APE1 (human) endonuclease inhibition; recombinant APE1, TAMRA/BHQ-2 abasic DNA cleavage fluorescence; Potency, µM (highest dose often 65.8 µM), for inactives: at the top dose activity change, negative = inhibition, usual class: inhibitors; 0.35% of 350,000 active; AID 2517;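 also: potency is read from the fitted curve at half-maximal effect; plate controls were vehicle for no effect and reference inhibitor for full effect; nearly all actives have a fitted effect of over 55% in size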
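Kinetic fluorescence read (525 ex/598 em nm, three reads 60 s apart) of AP-site incision; signal = third minus first read. Enzyme 0.75 nM, dual-labelled THF duplex 50 nM, compound preincubation 15 min RT.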
12-LOX inh – inhibitors of human 12S-lipoxygenase ALOX12. P18054. Potency, µM (top dose mostly 108 µM), inactives show at the top dose activity change, negative = inhibition, usual class: inhibitors. purified 12hLO, xylenol orange hydroperoxide absorbance. 1.1% of 580,000 active. AID 1671190; also: potency is read from the fitted curve at half-maximal effect; % is scaled to controls: 0 for no effect and ±100 for the full control effect
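Purified human 12hLO at 150 nM in 25 mM Hepes, 0.01% Triton X-100, pH 7.0, preincubated 15 min at room temperature with compound. Reaction started with 40 uM arachidonic acid, 30 min at room temperature. Hydroperoxide measured by Fe-xylenol orange, 573/405 nm absorbance ratio.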
Starred values were filed as active, the others as inactive; u = inconclusive; x = not tested or not shown; & = joins results of further samples; [ ] = dose if it differs, or a comment. Unless noted, calls follow the shape of the dose curve; as a rule, active = well fitted curve in the direction sought with a large enough effect; inconclusive = small, poorly fitted or top-dose-only effect, or another doubt; inactive = no such curve, though single readings can be large; an effect the other way counts as inactive or inconclusive. Not all compounds are listed; count on the stated rates, not on these rows.

SMILES	ERG-DNA inh	Pol iota inh	POLB inh	TRHR agonist	BLM helicase inh	Anesthetic bind	Pol kappa inh	APE1 inh	12-LOX inh
Cc1cccc(C)c1NC(=S)N(Cc1ccccc1)Cc1cccs1	-2%	58%[activator]	u	0.1	-11%	54%[activator]	-4%	-6%	u
O=C(COC(=O)Cn1cnc2ccccc2c1=O)NCc1ccccc1Cl	-16%	-10%	1%	0.0	0%	-11%	3%	-1%	27%
Cc1ccc(-c2nnc(SCc3ccccc3C#N)o2)cc1	2%	-1%	-12%	-1.4	-4%	-7%	-23%	x	-18%
NC(=O)c1cc(-c2ccccc2)nc2ccc(Br)cc12	-1%	9%	-3%	0.5	-1%	-6%	8%	-1%	u
CCOC(=O)n1n[n+]([O-])c2ccccc21	-8%	12%	2%	0.3	3%	-2%	-10%	0%	-22%
CCCCOc1ccc(S(=O)(=O)N2CCN(c3ccccc3OCC)CC2)cc1	2%	11%	5%	0.1	-4%	u	5%	x	-21%
CC(O)c1ccc2c(c1)OCCOCCN(C)CCOCCO2 (centres undefined)	3%	23%	5%	0.4	2%	-7%	0%	2%	47%
CCOc1ccccc1Nc1ncccc1C(=O)O	15%	3%	-19%	0.8	-4%	0%	5%	8%	48%[activator]
O=C(CSc1nc(-c2ccccc2Cl)ns1)Nc1ccc2c(c1)OCO2	4%	13%	-21%	-0.1	-4%	u	-4%	1%	-17%
COc1ccc(CN(CC(=O)NCc2ccc(F)cc2)C(=O)c2ccco2)cc1	1%	41%[activator]	1%	0.0	-4%	-9%	-4%	24%	-1%
Cc1ccc(NS(=O)(=O)c2cc3c(cc2C)NC(=O)CO3)cc1	-12%	7%	25%	0.4	1%	u	0%	2%	5%
NC(=O)c1ccsc1NC(=O)COC(=O)CSc1ccc(Cl)cc1	9%	44%[activator]	9%	2.6	-9%	u	-12%	8%	u
Cc1ccc(SCc2nn(C)c(Cl)c2C=O)cc1	4%	79%[activator]	54%	-1.8	1%	-18%	-4%	-1%	-1%
O=C(N/N=C/c1ccccc1C(=O)O)C(=O)N1CCCCC1	9%	45%[activator]	16%	0.2	1%	-3%	0%	2%	25%
COc1cccc(NC(=O)C2CCN(c3nnc(C)c4c(C)n(-c5ccccc5)nc34)CC2)c1	3%	-19%	-28%	-0.6	-3%	-18%	-9%[60.1 µM]	x	u
O=S(=O)(Nc1ccc(Cl)c(Cl)c1)N1CCOCC1	13%	-13%	u	0.1	-2%	u	1%	29%	-15%
CC(C)(C)c1ccc(NC(=S)NCCc2ccccn2)cc1	-3%	129%[activator]	4%	-3.3	-5%	-19%	-1%	1%	0%
Cc1ccc(OCC(=O)O/N=C(\N)Cc2cccs2)cc1C	-4%	u	x	x	x	x	-18%	x	0%
COc1ccc2c(C(=O)NCc3ccc4c(c3)OCO4)c(-c3ccc(S(C)(=O)=O)cc3)sc2c1	1%	-3%	x	x	x	x	-15%	12%	-24%
CN(C)/C=C(/C(=O)c1ccc(Cl)cc1Cl)S(=O)(=O)c1ccccc1	0%	15%	-6%	0.0	-3%	-10%	-3%	-5%	u
CC(C)(O)/C=C/C[C@](C)(O)C1CC[C@]2(C)C1[C@H](O[C@H]1O[C@@H](CO)[C@H](O)[C@@H](O)[C@@H]1O)CC1[C@@]3(C)CC[C@H](O)C(C)(C)C3[C@@H](O)C[C@]12C (some centres undefined)	-2%	41%[activator]	x	x	x	x	2%	10%	u
CC(C)OP(=O)(OC(C)C)C(O)c1ccc(N(C)C)cc1 (centres undefined)	58%[activator]	95%[activator]	7%	0.5	-1%	-2%	-1%	4%	322%[activator]
COc1ccc(N2CCN(C(=O)c3cccs3)CC2)cc1	-14%	-2%	3%	-0.1	0%	-10%	5%	45%	u
CC(C)c1ccc(Nc2cc(C(=O)NCCc3ccccc3)c3ccccc3n2)cc1	3%	-20%	u	2.1	-1%	54%[activator]	-18%	x	-12%
Cc1cccc(NC(=O)CSc2nnc(-c3cc(C)[nH]n3)n2N)c1	13%	8%	7%	-0.2	1%	-6%	-2%	14%	1%

(next part)
SMILES	ERG-DNA inh	Pol iota inh	POLB inh	TRHR agonist	BLM helicase inh	Anesthetic bind	Pol kappa inh	APE1 inh	12-LOX inh
O=C(Nc1ccccc1)OC(CN1CCCCC1)C(F)(F)F (centres undefined)	0%	8%	-9%	0.1	-2%	-13%	-8%	-3%	154%[activator]
COc1cccc(-n2c(-c3ccco3)nc3c(cnn3-c3ccccc3C)c2=O)c1	1%	-3%	15%	0.6	-3%	-4%	-2%	x	-20%
Cn1c(CCc2ccccc2)nnc1SCC(N)=O	-4%	145%[activator]	25%	0.3	-6%	2%	-9%	2%	u
O=C(NCc1ccccc1)C1CC2CCCC(C1)C2=O (centres undefined)	13%	-1%	20%	0.4	1%	0%	8%	-1%	0%
CC(=O)Nc1ccc(NC(=O)CCC(=O)OCC(=O)c2ccc(C)c([N+](=O)[O-])c2)cc1	2%	47%[activator]	1%	0.5	1%	2%	11%	u	-3%
COc1ccc(CCNC(=O)c2ccc3c(c2)N(Cc2ccc(F)cc2)CCS3)cc1OC	-1%&0%	10%&-24%	22%&16%	-0.4&-1.6	-7%&-6%	163%&50%[activator]	-4%&-24%	-4%	13%&-19%
O=C(CCc1nc(-c2ccccc2)c(-c2ccccc2)o1)OCc1ccc(Br)cc1	-7%	1%	21%	1.6	-3%	-6%	-13%	-1%	17%
CC(C)S(=O)(=O)c1csc(NC(=O)Nc2cc(Cl)ccc2Cl)c1Cl	1%	-3%[58.9 µM]	-8%	0.6	-24%	-6%	-10%	-1%	x
CCCC(CCC(=O)NC1CCCCC1)C(=O)O (centres undefined)	-11%	23%	1%	0.9	2%	-4%	-4%	2%	-11%
CCn1c(=O)cc(OCC(=O)N(C)c2cc(Cl)ccc2C)c2ccccc21	-1%	-16%	35%[activator]	-0.4	-4%	-14%	-1%	x	-15%
O=C(Cn1cnc2ccccc2c1=O)N/N=C/c1ccc(Br)cc1	-6%	-3%	-14%	-0.4	-11%	1%	-4%	30%	1%
Cc1ccc(NC(=S)N2CCSC2c2cccs2)cc1 (centres undefined)	8%	122%[activator]	6%	0.0	-12%	-10%	-17%	3%	-15%
CCC(C(=O)NCCc1cc(OC)ccc1OC)n1nc(C)c2c(C)n(-c3ccccc3)nc2c1=O (centres undefined)	6%	25%	4%	-0.8	-1%	1%	7%	x	2%&-14%
Cc1ccc(C(=O)Nc2nccs2)cc1S(=O)(=O)N1CCCCC1	-8%	-1%	19%	-0.8	3%	u	-8%	0%	7%
COc1ccc(Oc2cc(NN3CCCCC3)c([N+](=O)[O-])cc2[N+](=O)[O-])cc1OC	-2%	9%	0%	-0.3	-3%	u	-1%	19%	9%
Cc1ccc(/C=N/NC(=O)c2cc(C3CC3)nc3ccccc23)o1	10%	163%[activator]	26%	-0.2	-2%	0%	-4%	4%	-11%
CC(C)(C)c1ccc(/C=C/C(=O)Nc2nncs2)cc1	2%	7%	9%	-0.1	0%	2%	-10%	5%	5%
O=C(Nc1cccc(C(F)(F)F)c1)c1n[nH]c(Cn2cncn2)n1	-7%	14%	55%	x	-1%	-9%	7%	3%	1%
CNS(=O)(=O)c1cc(NC(=O)CCCNC(=O)c2ccc(Cl)cc2)ccc1C	5%	9%	-17%	-0.7	2%	-2%	-8%	50%[activator]	-8%
O=C(NCCCCc1ccccc1)C1CC(c2cccc([N+](=O)[O-])c2)=NO1 (centres undefined)	-8%	9%	0%	-1.0	-9%	u	-16%	-5%	-1%
CCNc1nc2c(c(=O)n(C)c(=O)n2C)n1Cc1ccc(Cl)cc1	-1%	18%	11%	-2.2	-1%	-8%	-2%	5%	-17%
Cc1cc(=O)[nH]c(SCC2COC3(CCCCC3)O2)n1 (centres undefined)	-1%	4%	22%	0.2	0%	u	-1%	17%	30%[activator]
O=C(Nc1cc(C(F)(F)F)ccc1Cl)c1cc2nc3c(c(C(F)(F)F)n2n1)CCCC3	-21%	8%	27%	-0.3	-7%	-8%	-9%	2%	u
COc1ccc(S(=O)(=O)N2CCC(C(=O)NCc3ccco3)CC2)cc1C	-11%	48%[activator]	51%	-0.8	-3%	0%	5%	-3%	5%
O=C(Cn1ncc2c3ccccc3n(Cc3cccc(Cl)c3)c2c1=O)NCCC1=CCCCC1	13%	u	u	1.0	-5%	-13%	-18%	x	u
Cc1cc(C)nc(N(C#N)Cc2ccc(Br)cc2)n1	-2%	21%	-9%	-0.9	-5%	-4%	-5%	-2%	-9%
CCCNS(=O)(=O)c1ccc(CCC(=O)N2CCOCC2)cc1	-3%	14%	9%	0.1	-1%	-10%	-6%	-10%	0%
COc1ccc(CCNC(=O)C(C)n2nc(C)n3c(cc4occc43)c2=O)cc1OC (centres undefined)	0%	-2%	20%	-0.9	2%	-4%	-10%	-7%	6%
Cc1cccc(NC(=S)N/C(=N/S(=O)(=O)c2ccccc2)c2ccccc2)c1	-1%&-2%	6%&-16%	-28%	1.1	-6%	2%	-3%&-15%	0%	u
CC1/C(=N/O)CC(c2ccccc2)N(C)C1c1ccccc1 (centres undefined)	-1%	0%	27%	-0.2	2%	-6%	-9%	-2%	4%

Whole records, looked up by structure:
`O=C(CCc1nc(-c2ccccc2)c(-c2ccccc2)o1)OCc1ccc(Br)cc1` across the screens: ERG-DNA inh: -7%; Pol iota inh: 1%; POLB inh: 21%; TRHR agonist: 1.6; BLM helicase inh: -3%; Anesthetic bind: -6%; Pol kappa inh: -13%; APE1 inh: -1%; 12-LOX inh: 17%
`O=C(COC(=O)Cn1cnc2ccccc2c1=O)NCc1ccccc1Cl` across the screens: ERG-DNA inh: -16%; Pol iota inh: -10%; POLB inh: 1%; TRHR agonist: 0.0; BLM helicase inh: 0%; Anesthetic bind: -11%; Pol kappa inh: 3%; APE1 inh: -1%; 12-LOX inh: 27%
